TNAP inh no acc – human TNAP enzyme inhibitors, primary screen, biochemical, luminescent, no phosphate acceptor, uHTS | 200,000 tested, 0.26% active | inhibition, % at 20 µM | Alkaline phosphatase, tissue-nonspecific isozyme (Homo sapiens), P05186 | AID 1012, 2008 | purified TNAP, CDP-star luminescence, 30 min;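 active = tissue-nonspecific alkaline phosphatase inhibition above about 50% at 20 µM in the single-dose screen, limit read from the data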;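 note: 0% = DMSO negative control and 100% = EDTA positive control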
Target sequence (P05186 whole entry, looked up): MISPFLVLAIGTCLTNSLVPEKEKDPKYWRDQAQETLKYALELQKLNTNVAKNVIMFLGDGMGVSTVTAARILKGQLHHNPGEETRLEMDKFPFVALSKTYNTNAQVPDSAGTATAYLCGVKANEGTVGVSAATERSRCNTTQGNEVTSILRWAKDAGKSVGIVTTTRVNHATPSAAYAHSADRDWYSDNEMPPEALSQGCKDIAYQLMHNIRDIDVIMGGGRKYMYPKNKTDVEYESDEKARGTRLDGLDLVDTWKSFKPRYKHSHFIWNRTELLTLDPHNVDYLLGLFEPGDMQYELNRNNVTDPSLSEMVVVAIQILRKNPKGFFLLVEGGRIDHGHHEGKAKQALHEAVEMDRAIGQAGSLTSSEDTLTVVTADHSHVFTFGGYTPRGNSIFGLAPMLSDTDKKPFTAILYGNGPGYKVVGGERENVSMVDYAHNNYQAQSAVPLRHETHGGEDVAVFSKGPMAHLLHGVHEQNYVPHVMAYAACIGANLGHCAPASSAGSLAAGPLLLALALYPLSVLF
bIAP inh – bovine intestinal alkaline phosphatase inhibitors, primary screen, selectivity assay for TNAP inhibitor project, biochemical, bovine IAP, CDP-star luminescence. purified bovine IAP, 30 min. 190,000 tested, under 10 active. inhibition, % at 20 µM. alkaline phosphatase, intestinal [Bos taurus];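 active = over 50% inhibition of intestinal alkaline phosphatase at 20 µM in the single-dose screen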
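Assay system – bovine IAP enzyme · Quantity – bovine IAP at 1/65,000,000 final dilution · Detection – CDP-star luminescence signal · Times – 30 min reaction at room temperature · Also added – CDP-star substrate at 30 µM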
bIAP act – bovine intestinal alkaline phosphatase activators, primary screen, biochemical, bovine IAP, CDP-star luminescence. activation factor at 20 µM. purified bovine IAP, 30 min; stronger effect = higher value; fold of DMSO-control signal, blank-subtracted. 200,000 tested, 0.17% active;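 active = activation factor of 2 or more at 20 µM, a signal rise over negative controls twice the positive control's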
TNAP act hiacc – TNAP activators at high phosphate acceptor level, primary screen, biochemical, luminescence, uHTS; purified TNAP, CDP-star luminescence, 1 M DEA, 30 min; stronger effect = higher value; 0 = EDTA background, 1 = DMSO-only activity; activation factor at 20 µM; 200,000 tested, under 10 active;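 active = activation factor at least 2 at 20 µM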
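Test system – human TNAP · Doses – 20 µM single point · Incubation – 30 min, room temperature · Signal – luminescent substrate turnover signal · Read-out basis – activation factor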
Diaph inh CS – diaphorase inhibitors and chemical oxidizers, primary screen, counter-screen for diaphorase-coupled primary assays, biochemical, uHTS, resorufin fluorescence | diaphorase resazurin-to-resorufin fluorescence, NADH, 16 min; bacterial (C. kluyveri) enzyme, not human | inhibition, % at 20 µM | 190,000 tested, 0.69% active;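 active = primary screen inhibition at 20 µM above a set limit, cut at about 50% in these data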;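 note: plate controls were DMSO with full reaction for no effect and wells lacking NADH for full effect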
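System: Bacterial diaphorase enzyme (C. kluyveri) | Incubation: 16-min room-temperature incubation before reading | Benchmarks: No-NADH positive control and DMSO neutral control | Measured by: Resorufin fluorescence 544/590 nm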
PMI act hi M6P – human PMI activators, high substrate, primary screen, biochemical, fluorescence intensity, near-saturating mannose 6-phosphate | Mannose-6-phosphate isomerase (Homo sapiens), P34949 | coupled PMI enzyme assay, resazurin fluorescence, 20 min; stronger effect = higher value; 1 = untreated enzyme, 0 = substrate-free blank | activation factor at 20 µM | 190,000 tested, 0.34% active;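 active = activation factor of 2 or more at 20 µM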
Target sequence (P34949 whole entry, looked up): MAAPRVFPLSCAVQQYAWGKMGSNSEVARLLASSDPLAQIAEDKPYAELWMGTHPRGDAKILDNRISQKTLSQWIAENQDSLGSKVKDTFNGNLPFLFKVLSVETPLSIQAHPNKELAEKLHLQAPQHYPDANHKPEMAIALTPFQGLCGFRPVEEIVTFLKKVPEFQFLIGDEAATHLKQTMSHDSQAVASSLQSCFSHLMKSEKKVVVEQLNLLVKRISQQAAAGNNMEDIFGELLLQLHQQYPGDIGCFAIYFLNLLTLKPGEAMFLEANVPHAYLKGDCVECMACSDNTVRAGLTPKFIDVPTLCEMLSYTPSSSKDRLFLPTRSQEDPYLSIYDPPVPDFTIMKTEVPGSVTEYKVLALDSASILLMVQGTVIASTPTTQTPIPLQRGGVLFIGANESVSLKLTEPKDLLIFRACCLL
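Material: human phosphomannose isomerase with PGI, G6PDH, diaphorase coupling enzymes; amount: PMI at 15 ng/mL final; also added: Mannose-6-phosphate 1.0 mM (near-saturating) plus 0.22 mM NADP+; incubation: enzyme reaction with compound 20 min at room temperature; signal: resorufin fluorescence (Ex 544/Em 590 nm) from resazurin via diaphorase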
Diaph act CS – compounds boosting diaphorase resazurin reduction – biochemical, uHTS, resorufin fluorescence, counter-screen for diaphorase-coupled primary assays, primary screen | Diaphorase/resazurin coupled assay, 16 min; stronger effect = higher value; 1 = vehicle wells, 0 = NADH-free wells | activation factor at 20 µM | 190,000 tested, 0.005% active | AID 1229, 2008;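 active = diaphorase activity raised at least twofold by the compound at 20 µM; inactive = activation factor below 2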
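Material: bacterial diaphorase enzyme (C. kluyveri); amount: enzyme 0.07 U/mL final; reagent: NADH substrate 0.114 mM plus resazurin dye 0.1 mM, final; doses: single compound dose of 20 µM, 1% DMSO final; timing: 16 min enzyme reaction, ambient temperature; measured by: fluorescence of resorufin, 544 nm excitation, 590 nm emission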
TNAP inh hi DEA – human TNAP enzyme inhibitors, primary screen, biochemical, luminescent, high phosphate acceptor level, uHTS; purified TNAP, CDP-star luminescence, 1 M DEA; inhibition, % at 20 µM; 200,000 tested, 0.03% active; Alkaline phosphatase, tissue-nonspecific isozyme (Homo sapiens), P05186;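 active = over 50% inhibition of tissue-nonspecific alkaline phosphatase at 20 µM in the single-dose screen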;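 note: plate controls were DMSO wells for no effect and EDTA-quenched wells as full inhibition for full effect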
Lmaj promast – Leishmania major promastigote growth inhibition, primary screen. Leishmania major promastigotes, resazurin fluorescence viability. inhibition, % at 10 µM. 200,000 tested, 9% active. AID 1063, 2008; in the data active = inhibition above about 50%;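 note: promastigotes grown with compound for 44 hours at 28 °C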
PMI act – activators of human PMI, primary screen, biochemical, fluorescence intensity, near-Km mannose 6-phosphate | Mannose-6-phosphate isomerase (Homo sapiens), P34949 | 190,000 tested, 0.005% active | activation factor at 20 µM | purified human PMI, coupled resazurin fluorescence, 20 min; stronger effect = higher value; 1 = vehicle control, 0 substrate-free wells;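 active = activation factor of 2 or more at 20 µM, relative to plate controls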
The depositor's hits bear a star; nt = not tested or not shown.

SMILES	TNAP inh no acc	bIAP inh	bIAP act	TNAP act hiacc	Diaph inh CS	PMI act hi M6P	Diaph act CS	TNAP inh hi DEA	Lmaj promast	PMI act
CN(C)CC(C)(C)CNC(=O)CC1C(=O)NCCN1Cc1ccc(-c2ccccc2)cc1 (centres undefined)	-11	-8	1.1	1	-2	0.8	1	-3	-1	1
Cc1nn(C)cc1C(=O)Nc1c(C)nn(Cc2ccccc2Cl)c1C	-7	0	1	1	9	1	0.9	-2	-3	1
CSc1oc(-c2ccccc2)nc1S(=O)(=O)c1ccc(F)cc1	-4	13	0.9	1	15	1.2	0.8	1	0	1.3
CCCOC(=O)C1=C(C)NC2=C(C(=O)CC(C)(C)C2)C1c1cccnc1 (centres undefined)	-15	7	0.9	1.1	5	1.1	0.9	-6	90*	1.1
COc1cc2nc(SCc3ccc(F)cc3)n(Cc3cccs3)c(=N)c2cc1OC	-2	2	1	1	13	0.9	0.9	4	11	0.9
O=C(Cn1ccc(C(F)(F)F)n1)N=Nc1c(O)[nH]c2ccccc12	-25	-8	1.1	1.1	0	0.9	1	-6	-3	0.9
c1ccc2c(CSc3ncnc4nc[nH]c34)cccc2c1	-44	4	1	1	31	0.9	0.7	-5	-4	0.8
Cc1cc2c(c(=O)n1C)C(C(C)C)C(C#N)=C(N)O2 (centres undefined)	-8	12	0.9	1	14	1	0.9	-1	-6	1
Cc1onc(-c2ccccc2)c1C(=O)Nc1nc2c(s1)CCCC2	-11	4	1	1.1	25	0.9	0.7	-6	21	0.9
COc1ccc(-c2nnn(Cc3nc(N)nc(N4CCCCC4)n3)n2)cc1	-9	-2	1	1	-1	1	1	-5	-4	0.9
Cn1c(=O)[nH]c(=O)c2c1nc(NCCCn1ccnc1)n2Cc1ccccc1	-6	-148	2.5*	1	8	0.9	0.9	-3	-6	0.9
COc1ccc(CCNC(=O)COc2ccc(S(=O)(=O)N3CCCC3)cc2)cc1	-9	-10	1.1	1	1	1	1	-2	3	1
O=C(/C=C/c1ccco1)Nc1ccc(Oc2ccccc2)cc1	-7	9	0.9	1	22	0.9	0.8	1	100*	0.8
Cc1cccc(C)c1NC(=O)COC(=O)c1ccccc1[N+](=O)[O-]	-10	2	1	1	6	1.1	0.9	-4	-2	1.1
CC(=O)c1c(C)[nH]c(C(=O)CSc2nnc(-c3ccco3)o2)c1C	-11	-9	1.1	1	6	0.9	0.9	-2	11	0.9
O=C(NC1CCN(Cc2ccccc2)CC1)c1cccc(S(=O)(=O)Nc2cc(C(F)(F)F)ccc2Cl)c1	-12	-16	1.2	1	16	1	0.8	-1	-3	1
COc1ccc(NC(=O)c2ccc(-c3ccc([N+](=O)[O-])cc3)o2)cc1OC	-3	36	0.6	1.1	30	0.8	0.7	-9	35	0.9
CCOc1ccc(OCC)c(NC(=O)CN(c2ccc(C)cc2)S(=O)(=O)c2c(C)noc2C)c1	-10	1	1	1	12	0.9	0.9	-2	31	0.9
COc1ccc(NC(=O)c2cccnc2SC)cc1OC	-8	-8	1.1	1	-3	1	1	-2	8	1.1
Cc1nonc1C(=O)N/N=C/c1ccccc1	-10	8	0.9	1	6	1.1	0.9	-4	6	1
COc1ccc(C(=O)OCC(=O)Nc2ccccc2)cc1[N+](=O)[O-]	-11	-21	1.2	1	-3	1	1	-3	5	1.1
COc1ccc(CC2(CO)CCN(Cc3ccc(NC(C)=O)cc3)CC2)cc1	-1	-4	1	1	9	0.9	0.9	-2	14	0.9
COC(=O)c1ccc(CSc2nnc3n(Cc4ccccc4OC)c(=O)c4ccccc4n23)o1	-5	-2	1	1	39	0.9	0.6	-4	nt	0.9
Cn1c(=O)c2c(nc(NCc3ccco3)n2C/C=C/c2ccccc2)n(C)c1=O	-19	3	1	1.1	14	1	0.9	-7	nt	1
Cc1ccc(C(=O)N/C(=C/c2ccco2)C(=O)NCCCn2ccnc2)cc1	-14	-24	1.2	1	-7	1	1.1	-4	5	1
O=C(COC(=O)c1ccccc1Nc1ccc(SC(F)F)cc1)NC1CC1	-13	5	0.9	1	18	0.9	0.8	-3	61*	1
O=C(O)CSc1nnc(Cn2nnc3ccccc32)n1CCc1ccccc1	-10	5	0.9	1	4	1.1	1	0	-2	1.1
C=CCOc1ccc(CNC(C)(C)CO)cc1OC	-4	-4	1	1	5	0.9	0.9	0	-5	0.9
COc1cc(NC(=O)c2ccc([N+](=O)[O-])cc2)c(OC)cc1NC(=O)CC(C)C	-7	11	0.9	1	5	0.9	0.9	4	0	1
Clc1ccc(-c2nnc(COc3ncnc4ccccc34)o2)cc1	-12	-17	1.2	1	16	0.9	0.8	-5	-10	0.9
CCOC(=O)C1Cn2c(nc3c(c2=O)C(C)(CC)Cc2ccccc2-3)S1 (centres undefined)	7	-4	1	1	10	1	0.9	0	26	0.9
Cc1nc(CS(=O)(=O)c2ccccc2)cc(Sc2ccc(Cl)cc2)n1	-9	-4	1	1	25	0.9	0.7	-1	-1	0.9
Cc1noc(C)c1COc1ccc(CC(=O)NC2CCCCCC2)cc1	-18	2	1	1.1	8	0.9	0.9	-6	10	1
Cc1ccc(S(=O)(=O)N2CCC(C(=O)NCCc3ccccn3)CC2)cc1	-5	-17	1.2	1	9	0.9	0.9	0	4	0.9
N#CC1=C(SCc2ccc(C#N)cc2)N=C(N)C(c2nc(-c3ccccc3)cs2)C12CCCCC2 (centres undefined)	-4	10	0.9	1	16	1	0.8	1	98*	0.9
COc1ccc(C(=O)NC(=S)N2CCCCC2)cc1[N+](=O)[O-]	-5	1	1	1	12	1	0.9	0	45	1
COc1ccccc1NC(C)C(=O)N/N=C/c1ccccc1OCc1cccc(Br)c1 (centres undefined)	-26	10	0.9	1	22	0.9	0.8	-2	16	0.9
CCCCNS(=O)(=O)c1ccc(NC(=O)C2c3ccccc3Oc3ccccc32)cc1	-17	14	0.9	1	0	1	1	-2	-2	1
Cc1cccc(N2CCN(CC(=O)Nc3nccs3)CC2)c1C	-17	-23	1.2	1	19	0.9	0.8	-5	5	0.9
Cc1ccc(NC(=O)Cn2c(O)c(N=NS(=O)(=O)c3ccc(C)cc3)c3ccccc32)cc1	-4	5	0.9	1	-25	1.5	1.3	2	-6	1.7

An excerpt from above in order of formula weight, falling.
SMILES	TNAP inh no acc	bIAP inh	bIAP act	TNAP act hiacc	Diaph inh CS	PMI act hi M6P	Diaph act CS	TNAP inh hi DEA	Lmaj promast	PMI act
COC(=O)c1ccc(CSc2nnc3n(Cc4ccccc4OC)c(=O)c4ccccc4n23)o1	-5	-2	1	1	39	0.9	0.6	-4	nt	0.9
COc1ccc(CC2(CO)CCN(Cc3ccc(NC(C)=O)cc3)CC2)cc1	-1	-4	1	1	9	0.9	0.9	-2	14	0.9
COc1ccc(C(=O)NC(=S)N2CCCCC2)cc1[N+](=O)[O-]	-5	1	1	1	12	1	0.9	0	45	1
C=CCOc1ccc(CNC(C)(C)CO)cc1OC	-4	-4	1	1	5	0.9	0.9	0	-5	0.9

More structures:
SMILES	TNAP inh no acc	bIAP inh	bIAP act	TNAP act hiacc	Diaph inh CS	PMI act hi M6P	Diaph act CS	TNAP inh hi DEA	Lmaj promast	PMI act
N#Cc1cc(-c2ccc(Cl)cc2)cnc1Sc1ccc(F)cc1	-3	12	0.9	1	3	1	1	1	-3	0.8
Cc1ccc(C)c(S(=O)(=O)N2CCN(c3ncccn3)CC2)c1	-3	13	0.9	1	5	1	0.9	0	3	1
COc1ccccc1N(C)S(=O)(=O)c1ccc(Cl)c(C(=O)N2CCC(C(N)=O)CC2)c1	-3	1	1	1	5	1.1	1	-1	-3	1
O=C(NCc1ccc2c(c1)OCO2)C1CCN(S(=O)(=O)c2cccc3nsnc23)CC1	-17	3	1	1	4	1	1	-2	2	1
CCN(Cc1ccccc1)C(=O)COC(=O)c1cc(=O)[nH]c2ccccc12	-10	1	1	1	14	1.1	0.9	-3	3	1.1
CC12CCC(C(=O)NCc3ccco3)(OC1=O)C2(C)C (centres undefined)	-9	10	0.9	1	13	0.9	0.9	-1	-6	0.9
CCSc1nc(O)cc(=O)n1CC	-13	-3	1	1	1	1	1	-4	-3	1
Cc1cccc(N2CCN(C(=O)C3CCCN(S(=O)(=O)c4cnc[nH]4)C3)CC2C)c1 (centres undefined)	-2	-3	1	1	13	1	0.9	-1	-2	1.1
CC(=O)NCN1CCN(CNC(C)=O)CC1	-4	-22	1.2	1.1	-5	1.1	1.1	-10	-3	1.1
Cc1ccc(N2C(=O)C3C=NNC3C2=O)cc1 (centres undefined)	-3	5	1	1	-8	1	1.1	-1	-4	1.1
CCOc1cc(N2CCOCC2)c(OCC)cc1NC(=O)CN1CCN(Cc2ccc3c(c2)OCO3)CC1	-10	-9	1.1	1.1	7	0.9	0.9	-6	16	1
Cc1cc(N2C(=O)CCC2=O)n(-c2ccccc2)n1	-7	6	0.9	1.1	13	0.9	0.9	-8	-9	0.9
CC(=O)OCCN(C)c1cc(SC(C)C)c2nonc2c1[N+](=O)[O-]	-2	4	1	0.9	11	0.8	0.9	7	10	1
COc1ccc(C(=O)NCC(c2cccnc2)N2CCN(c3ccccc3OC)CC2)cc1OC (centres undefined)	-8	-6	1.1	1	8	0.9	0.9	0	74*	0.9
COC(=O)N1N=C(c2ccc(Br)cc2)CC1(O)C(F)(F)F (centres undefined)	-6	-6	1.1	1	14	0.9	0.9	4	-11	0.9
O=C(CC12CC3CC(CC(C3)C1)C2)NCCN1CCOCC1	1	8	0.9	1	4	1.1	1	0	6	1
CCOC(=O)C1=C(N)N2C(=O)C(C)SC2=C(C(=O)OC)C1c1cccc(OC)c1 (centres undefined)	-13	4	1	1	23	1	0.8	-1	-9	0.9
CC1CCCCN1C(=O)c1cc(-c2ccc(Cl)c(Cl)c2)on1 (centres undefined)	-17	6	0.9	1.1	16	1	0.8	-6	1	0.9

Screening results deposited in PubChem by several laboratories.
